# Diaph inh CS: diaphorase inhibition or chemical oxidation counter-screen; diaphorase resazurin-to-resorufin fluorescence, NADH, 16 min; bacterial (C. kluyveri) enzyme, not human; inhibition, % at 20 µM; 190,000 tested, 0.69% active;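 active = primary screen inhibition at 20 µM above a set limit, cut at about 50% in these data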;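 also: plate controls were DMSO with full reaction for no effect and wells lacking NADH for full effect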
#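 Test system: Clostridium kluyveri diaphorase enzyme / Quantity: diaphorase at 0.14 U/mL in enzyme working solution / Incubation: 16-min room-temperature incubation before reading / Benchmarks: NADH-free wells as positive control, DMSO-only neutral wells / Signal: resorufin fluorescence 544/590 nm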
# bIAP inh: blocks bovine intestinal alkaline phosphatase activity. AID 1019. 190,000 tested, under 10 active. purified bovine IAP, CDP-star luminescence, 30 min. inhibition, % at 20 µM;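 active = over 50% inhibition of intestinal alkaline phosphatase at 20 µM in the single-dose screen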
#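 Incubation: 30 min reaction at room temperature / Material: purified bovine intestinal alkaline phosphatase (IAP) enzyme / Input: enzyme at 1/65,000,000 dilution / Dosing: 20 µM single dose / Signal: CDP-star luminescence signal / Reagent: CDP-star chemiluminescent phosphatase substrate, 30 µM final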
# TNAP inh hiacc: blocks human TNAP under high phosphate acceptor concentration; P05186; purified TNAP, CDP-star luminescence, 1 M DEA; inhibition, % at 20 µM; AID 1135; 200,000 tested, 0.03% active;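 active = over 50% inhibition of tissue-nonspecific alkaline phosphatase at 20 µM in the single-dose screen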;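 also: plate controls were DMSO wells for no effect and EDTA-quenched wells as full inhibition for full effect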
# Target sequence (P05186 whole entry, looked up): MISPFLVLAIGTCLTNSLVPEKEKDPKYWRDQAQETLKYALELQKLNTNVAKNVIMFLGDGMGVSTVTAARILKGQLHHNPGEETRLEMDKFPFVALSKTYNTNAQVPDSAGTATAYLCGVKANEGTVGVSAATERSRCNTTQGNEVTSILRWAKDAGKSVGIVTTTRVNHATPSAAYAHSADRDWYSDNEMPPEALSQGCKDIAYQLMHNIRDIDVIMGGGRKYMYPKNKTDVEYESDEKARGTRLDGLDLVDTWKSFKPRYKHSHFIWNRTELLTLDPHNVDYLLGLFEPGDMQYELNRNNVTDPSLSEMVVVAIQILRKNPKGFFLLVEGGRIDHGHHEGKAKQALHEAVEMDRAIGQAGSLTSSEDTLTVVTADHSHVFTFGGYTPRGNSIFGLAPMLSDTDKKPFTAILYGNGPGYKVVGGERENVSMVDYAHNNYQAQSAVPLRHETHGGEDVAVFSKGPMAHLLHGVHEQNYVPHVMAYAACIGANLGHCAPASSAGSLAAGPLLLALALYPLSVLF
# PMI act: activators of human phosphomannose isomerase | activation factor at 20 µM | P34949 | 190,000 tested, 0.005% active | purified human PMI, coupled resazurin fluorescence, 20 min; active compounds read high; 1 = vehicle control, 0 substrate-free wells;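 active = activation factor of 2 or more at 20 µM, relative to plate controls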
# Target sequence (P34949 whole entry, looked up): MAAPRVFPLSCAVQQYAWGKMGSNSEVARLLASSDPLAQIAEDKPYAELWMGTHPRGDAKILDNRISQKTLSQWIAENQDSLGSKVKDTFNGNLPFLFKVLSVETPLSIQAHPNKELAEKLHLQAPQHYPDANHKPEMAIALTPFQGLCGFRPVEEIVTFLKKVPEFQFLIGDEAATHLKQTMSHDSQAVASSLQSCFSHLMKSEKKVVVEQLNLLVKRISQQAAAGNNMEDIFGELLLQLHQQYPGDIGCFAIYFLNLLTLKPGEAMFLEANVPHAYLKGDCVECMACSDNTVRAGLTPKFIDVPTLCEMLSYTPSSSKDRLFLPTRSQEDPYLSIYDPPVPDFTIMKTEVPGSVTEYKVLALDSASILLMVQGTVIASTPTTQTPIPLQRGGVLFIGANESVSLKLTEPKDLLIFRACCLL
# TNAP act hi DEA: increases human TNAP activity under high phosphate acceptor concentration; P05186; purified TNAP, CDP-star luminescence, 1 M DEA, 30 min; active compounds read high; 0 = EDTA background, 1 = DMSO-only activity; activation factor at 20 µM; 200,000 tested, under 10 active;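 active = activation factor at least 2 at 20 µM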
#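 Test system – human TNAP · Doses – 20 µM single point · Incubation – 30 min, room temperature · Signal – luminescent substrate turnover signal · Read-out basis – activation factor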
# L major viab: inhibitors of Leishmania major promastigote growth. Leishmania major promastigotes, resazurin fluorescence viability. inhibition, % at 10 µM. 200,000 tested, 9% active; in the data active = inhibition above about 50%;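 also: promastigotes grown with compound for 44 hours at 28 °C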
# bIAP activator: increases bovine intestinal alkaline phosphatase activity; activation factor at 20 µM; 200,000 tested, 0.17% active; AID 1016; purified bovine IAP, CDP-star luminescence, 30 min; active compounds read high; fold of DMSO-control signal, blank-subtracted;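 active = activation factor of 2 or more at 20 µM, a signal rise over negative controls twice the positive control's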
# Diaphorase act: activates diaphorase or chemically reduces, flagging diaphorase assay artifacts. Diaphorase/resazurin coupled assay, resorufin fluorescence, 16 min; active compounds read high; 1 = vehicle wells, 0 = NADH-free wells. activation factor at 20 µM. 190,000 tested, 0.005% active;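 active = diaphorase activity raised at least twofold by the compound at 20 µM; inactive = activation factor below 2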
#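 Measured by – red resorufin fluorescence at 544/590 nm excitation/emission · Test system – Clostridium kluyveri diaphorase, purified enzyme · Incubation – reaction time 16 min, room temperature · Buffer or medium – 50 mM HEPES pH 7.4 with 4.542 mM MgCl2, 0.005% Tween 20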
# TNAP inh no acc: TNAP (human) inhibition, acceptor-free conditions. P05186. purified TNAP, CDP-star luminescence, 30 min. inhibition, % at 20 µM. 200,000 tested, 0.26% active;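 active = tissue-nonspecific alkaline phosphatase inhibition above about 50% at 20 µM in the single-dose screen, limit read from the data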;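 also: 0% = DMSO negative control and 100% = EDTA positive control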
# PMI act satM6P: activators of human phosphomannose isomerase at near-saturating mannose 6-phosphate; P34949; activation factor at 20 µM; AID 1216; 190,000 tested, 0.34% active; coupled PMI enzyme assay, resazurin fluorescence, 20 min; active compounds read high; 1 = untreated enzyme, 0 = substrate-free blank;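 active = activation factor of 2 or more at 20 µM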
#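 Material: human phosphomannose isomerase with PGI, G6PDH, diaphorase coupling enzymes / Reagent: Man-6-P substrate 1.0 mM / Dosing: single compound dose of 20 µM, 1% DMSO final / Incubation: enzyme reaction with compound 20 min at room temperature / Signal: resorufin fluorescence (Ex 544/Em 590 nm) from resazurin via diaphorase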
# Active calls of the source: *; x = no result given.
SMILES,Diaph inh CS,bIAP inh,TNAP inh hiacc,PMI act,TNAP act hi DEA,L major viab,bIAP activator,Diaphorase act,TNAP inh no acc,PMI act satM6P
CCC(=O)NC(c1ccc(N(C)C)cc1)c1c(O)ccc2ccccc12 (configuration not stated),18,4,-1,0.7,1,100*,1,0.8,-2,0.4
CC(C)NC(=S)Nc1ccc2nc3n(c(=O)c2c1)CCCCC3,0,12,4,0.9,1,8,0.9,1,-3,1
O=[N+]([O-])c1nn(-c2ccccc2)n(O)c1=NCCc1ccccc1,5,-23,2,1.1,1,91*,1.2,1,8,1
CC(C)C1Oc2ccccc2N(CC(=O)NCCCN2C(C)CCCC2C)C1=O (configuration not stated),13,-11,-7,1,1.1,10,1.1,0.9,-14,1
COc1cc2cnc(Cl)nc2cc1OC,8,-1,-4,0.9,1,-2,1,0.9,-10,0.5
CC1CCCC(NC(=O)CCCn2c(=S)[nH]c3ccccc3c2=O)C1C (configuration not stated),-1,9,-3,1.1,1,9,0.9,1,-11,1.1
CCN1CCCC1CNC(=O)c1ccc(CS(=O)(=O)c2ccccc2C)o1 (configuration not stated),0,0,-4,0.9,1,-10,1,1,-5,0.9
CCOC(=O)c1c(NC(=O)C(C)NCc2ccco2)sc2c1CCC(C)C2 (configuration not stated),21,-4,-4,0.8,1,31,1,0.8,-6,0.9
Cc1ccc(-c2cn3nc(C)c(C)nc3n2)cc1,11,-6,1,1.4,1,-4,1.1,0.9,-8,1.7
CC(=O)Nc1cccc(C(=O)Nc2ccccc2N2CCOCC2)c1,10,5,-9,0.9,1.1,3,1,0.9,-3,0.9
O=C(Cn1c(=O)oc2cc(S(=O)(=O)N3CCc4ccccc43)ccc21)NC1CCCC1,19,-19,-2,1,1,99*,1.2,0.8,18,0.9
CCCn1c(SCC(=O)c2cc(C)n(-c3ccc4c(c3)OCO4)c2C)n[nH]c1=O,28,11,-2,0.9,1,-1,0.9,0.7,-8,0.8
Cc1c(C(=O)N2CCc3ccccc32)oc2ccccc12,21,20,1,0.9,1,81*,0.8,0.8,27,1
O=C1c2ccccc2S(=O)(=O)N1Cc1nc2ccccc2s1,8,5,2,1,1,-6,1,0.9,-9,1
NC(=O)COC(=O)c1ccc2c(c1)S(=O)(=O)N=C1CCCCCN12,16,3,-5,1,1.1,-4,1,0.8,-10,0.9
Cn1c(N/N=C/c2cccs2)nc2c1c(=O)n(Cc1ccccc1)c(=O)n2C,14,15,2,0.9,1,45,0.8,0.9,-24,1
NS(=O)(=O)c1ccc2c(c1)C1C=CCC1C(C1CC=CCC1)N2 (configuration not stated),30,21,-4,1.2,1,-1,0.8,0.7,-13,1.6
Cc1ccc2c(c1)N(CC(=O)N1CCCCC1c1cccnc1)C(=O)CO2 (configuration not stated),12,9,-5,1,1,77*,0.9,0.9,-14,1
CC(C)(C)C(=O)NC(n1cnc2c(N3CCOCC3)ncnc21)C(Cl)(Cl)Cl (configuration not stated),3,3,-7,1,1.1,1,1,1,-3,1.1
Cc1cc(C)nc(SCc2ccc(C(=O)N/N=C/c3cccnc3)cc2)n1,2,-22,-1,1.1,1,6,1.2,1,-7,1
O=c1cc(O)nc(SCc2ccccc2)n1-c1ccc(Cl)cc1,5,-10,-3,1,1,-6,1.1,1,-8,1
CS(=O)(=O)c1cnc(-c2ccccc2)nc1-c1ccccc1Cl,-11,13,-2,1.1,1,9,0.9,1.1,2,1.1
O=C(CCn1c2c(c3ccccc31)CCCC2)NNC(=O)c1ccc([N+](=O)[O-])cc1,33,-10,4,0.8,1,-2,1.1,0.7,-61,0.8
Cc1ccc(-c2nc(N)n(S(C)(=O)=O)n2)cc1,-9,15,-10,1,1.1,-3,0.9,1.1,1,1.1
Cc1sc(NC(=O)CCC(=O)O)c(C(N)=O)c1-c1ccccc1,-7,20,-5,1.1,1.1,20,0.8,1.1,-10,1.1
Cc1ccccc1-n1nc2c(c1NC(=O)c1ccc(Br)o1)CSC2,12,-12,0,0.9,1,6,1.1,0.9,0,1
CCN1C(=O)N(c2cccc3ccccc23)C(C)=CC1(C)C,12,-3,0,1,1,51*,1,0.9,-9,1
C=CCN(CC=C)CCCOc1ccccc1C(=O)OC,25,-3,0,0.9,1,33,1,0.8,-1,0.9
CCCOc1ccc(C(=O)CCNc2ccc(C)c(Cl)c2)cc1,4,5,-2,1,1,-4,0.9,1,-8,1
NS(=O)(=O)c1ccc(NC(=O)c2cc(-c3cccs3)nc3ccccc23)cc1,11,1,-2,0.9,1,-6,1,0.9,-3,0.9
COc1ccccc1NC(=O)Nc1ccccc1SC,10,9,-9,1,1.1,16,0.9,0.9,-12,1
CCC(C)(C)n1nnnc1C(c1ccc(C)cc1)N1CCCC1 (configuration not stated),14,-6,-4,1,1,65*,1.1,0.9,-13,1
COc1ccc(S(=O)(=O)NCC2CCC(C(=O)NCc3cccnc3)CC2)cc1 (configuration not stated),-15,-2,-8,1.1,1.1,1,1,1.1,1,1.1
COc1ccc(NC(=O)CSc2nccn2-c2ccccc2)c(OC)c1,8,7,-1,1,1,-5,0.9,0.9,-12,1
CN1CCN(CC(O)COCc2ccc3c(c2)OCO3)CC1 (configuration not stated),14,7,-7,1.1,1.1,-2,0.9,0.9,-14,1.1
CCOC(=O)c1c(C)n(C)c2ccc(OC(=O)c3ccc(N4C(=O)CCC4=O)cc3)cc12,23,7,-4,0.8,1,31,0.9,0.8,-14,0.9

# The closing two records of the part above come first, to join the parts:
SMILES,Diaph inh CS,bIAP inh,TNAP inh hiacc,PMI act,TNAP act hi DEA,L major viab,bIAP activator,Diaphorase act,TNAP inh no acc,PMI act satM6P
CN1CCN(CC(O)COCc2ccc3c(c2)OCO3)CC1 (configuration not stated),14,7,-7,1.1,1.1,-2,0.9,0.9,-14,1.1
CCOC(=O)c1c(C)n(C)c2ccc(OC(=O)c3ccc(N4C(=O)CCC4=O)cc3)cc12,23,7,-4,0.8,1,31,0.9,0.8,-14,0.9
Cc1ccc(SCc2nc(-c3ccccc3)no2)cc1,16,x,-4,0.9,1,3,0.3,0.8,-10,0.9
CC1CC(C)CN(C(=O)CCc2ccccc2)C1 (configuration not stated),3,-9,0,1,1,-2,1.1,1,-3,1
CCn1cc(C(=O)Nc2cccc(C(=O)OC)c2)c(=O)c2ccc(C)nc21,-4,4,6,1,0.9,x,1,1,4,1.1
O=C1CC(c2ccccc2Cl)=NN(c2ncnc3ccccc23)C1=O,14,7,0,1.1,1,83*,0.9,0.9,-5,1
O=C(Nc1cccc(F)c1)c1ccc(S(=O)(=O)N2CCCC2)cc1,16,15,-5,1,1,14,0.9,0.8,-13,1
COc1cc2c(cc1N/C=C(\C#N)c1nc(-c3ccccc3)cs1)oc1ccccc12,7,26,4,1,1,-5,0.7,0.9,-6,1
Cc1ccccc1C(O)c1cccnc1 (configuration not stated),7,5,-4,1,1,-4,1,0.9,-4,1
O=C(Cc1ccccc1)Nc1nonc1NC(=O)c1ccccc1,14,-18,-4,0.9,1,-4,1.2,0.9,-8,0.9
Cc1[nH]c2ccccc2c1C(=O)C(=O)N1CCN(C(=O)c2ccco2)CC1,-13,-29,-5,1,1,0,1.3,1.1,-6,1.1
OCCN(Cc1nc(-c2ccc3c(c2)OCO3)no1)Cc1cccs1,3,-11,-4,0.9,1,-3,1.1,1,-6,1
O=Cc1ccc(OCC(=O)NC(=O)NC2CCCCC2)cc1,13,14,-6,0.8,1.1,-2,0.9,0.9,-5,0.9
O=C(NCc1ccc(F)cc1)c1cnc(-c2ccccn2)nc1C(F)(F)F,15,2,-3,1,1,-2,1,0.8,-9,1

# 13 entries out of the list, arranged by molar mass, lowest first.
SMILES,Diaph inh CS,bIAP inh,TNAP inh hiacc,PMI act,TNAP act hi DEA,L major viab,bIAP activator,Diaphorase act,TNAP inh no acc,PMI act satM6P
Cc1ccc(-c2cn3nc(C)c(C)nc3n2)cc1,11,-6,1,1.4,1,-4,1.1,0.9,-8,1.7
COc1ccccc1NC(=O)Nc1ccccc1SC,10,9,-9,1,1.1,16,0.9,0.9,-12,1
O=Cc1ccc(OCC(=O)NC(=O)NC2CCCCC2)cc1,13,14,-6,0.8,1.1,-2,0.9,0.9,-5,0.9
CN1CCN(CC(O)COCc2ccc3c(c2)OCO3)CC1 (configuration not stated),14,7,-7,1.1,1.1,-2,0.9,0.9,-14,1.1
O=C(Cc1ccccc1)Nc1nonc1NC(=O)c1ccccc1,14,-18,-4,0.9,1,-4,1.2,0.9,-8,0.9
CCC(=O)NC(c1ccc(N(C)C)cc1)c1c(O)ccc2ccccc12 (configuration not stated),18,4,-1,0.7,1,100*,1,0.8,-2,0.4
O=C1CC(c2ccccc2Cl)=NN(c2ncnc3ccccc23)C1=O,14,7,0,1.1,1,83*,0.9,0.9,-5,1
OCCN(Cc1nc(-c2ccc3c(c2)OCO3)no1)Cc1cccs1,3,-11,-4,0.9,1,-3,1.1,1,-6,1
CCn1cc(C(=O)Nc2cccc(C(=O)OC)c2)c(=O)c2ccc(C)nc21,-4,4,6,1,0.9,x,1,1,4,1.1
COc1ccc(NC(=O)CSc2nccn2-c2ccccc2)c(OC)c1,8,7,-1,1,1,-5,0.9,0.9,-12,1
CC1CCCC(NC(=O)CCCn2c(=S)[nH]c3ccccc3c2=O)C1C (configuration not stated),-1,9,-3,1.1,1,9,0.9,1,-11,1.1
CCN1CCCC1CNC(=O)c1ccc(CS(=O)(=O)c2ccccc2C)o1 (configuration not stated),0,0,-4,0.9,1,-10,1,1,-5,0.9
Cc1ccccc1-n1nc2c(c1NC(=O)c1ccc(Br)o1)CSC2,12,-12,0,0.9,1,6,1.1,0.9,0,1

# Screens deposited in PubChem by several laboratories.
